Screening data (PubChem BioAssay)
UBC9 SUMO inh: inhibitors of human SUMOylation (UBC9). HTRF SUMOylation assay, SAE1/SAE2 + UBC9, in vitro. inhibition, % at 35 µM. 290,000 compounds, 0.36% hits; in the data active = inhibition above about 50%, passing the limit was not always enough; also: strong numbers were not always called active
p-CIP stab down: p/CIP protein destabilization; Q05BA5; F442A p/CIP-EGFP cells, EGFP fluorescence, 16 h; decrease of EGFP signal, % at 10 µM; 290,000 compounds, 0.01% hits;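 active = EGFP signal decrease of at least 30% at 10 µM or well 3 SD below plate mean, unless failing retest; inactive = the rest, including hits failing retest or dose response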; also: some compounds called inactive have numbers as strong as hits; many of its hits are not listed in these tables
Target sequence (Q05BA5 1-1403): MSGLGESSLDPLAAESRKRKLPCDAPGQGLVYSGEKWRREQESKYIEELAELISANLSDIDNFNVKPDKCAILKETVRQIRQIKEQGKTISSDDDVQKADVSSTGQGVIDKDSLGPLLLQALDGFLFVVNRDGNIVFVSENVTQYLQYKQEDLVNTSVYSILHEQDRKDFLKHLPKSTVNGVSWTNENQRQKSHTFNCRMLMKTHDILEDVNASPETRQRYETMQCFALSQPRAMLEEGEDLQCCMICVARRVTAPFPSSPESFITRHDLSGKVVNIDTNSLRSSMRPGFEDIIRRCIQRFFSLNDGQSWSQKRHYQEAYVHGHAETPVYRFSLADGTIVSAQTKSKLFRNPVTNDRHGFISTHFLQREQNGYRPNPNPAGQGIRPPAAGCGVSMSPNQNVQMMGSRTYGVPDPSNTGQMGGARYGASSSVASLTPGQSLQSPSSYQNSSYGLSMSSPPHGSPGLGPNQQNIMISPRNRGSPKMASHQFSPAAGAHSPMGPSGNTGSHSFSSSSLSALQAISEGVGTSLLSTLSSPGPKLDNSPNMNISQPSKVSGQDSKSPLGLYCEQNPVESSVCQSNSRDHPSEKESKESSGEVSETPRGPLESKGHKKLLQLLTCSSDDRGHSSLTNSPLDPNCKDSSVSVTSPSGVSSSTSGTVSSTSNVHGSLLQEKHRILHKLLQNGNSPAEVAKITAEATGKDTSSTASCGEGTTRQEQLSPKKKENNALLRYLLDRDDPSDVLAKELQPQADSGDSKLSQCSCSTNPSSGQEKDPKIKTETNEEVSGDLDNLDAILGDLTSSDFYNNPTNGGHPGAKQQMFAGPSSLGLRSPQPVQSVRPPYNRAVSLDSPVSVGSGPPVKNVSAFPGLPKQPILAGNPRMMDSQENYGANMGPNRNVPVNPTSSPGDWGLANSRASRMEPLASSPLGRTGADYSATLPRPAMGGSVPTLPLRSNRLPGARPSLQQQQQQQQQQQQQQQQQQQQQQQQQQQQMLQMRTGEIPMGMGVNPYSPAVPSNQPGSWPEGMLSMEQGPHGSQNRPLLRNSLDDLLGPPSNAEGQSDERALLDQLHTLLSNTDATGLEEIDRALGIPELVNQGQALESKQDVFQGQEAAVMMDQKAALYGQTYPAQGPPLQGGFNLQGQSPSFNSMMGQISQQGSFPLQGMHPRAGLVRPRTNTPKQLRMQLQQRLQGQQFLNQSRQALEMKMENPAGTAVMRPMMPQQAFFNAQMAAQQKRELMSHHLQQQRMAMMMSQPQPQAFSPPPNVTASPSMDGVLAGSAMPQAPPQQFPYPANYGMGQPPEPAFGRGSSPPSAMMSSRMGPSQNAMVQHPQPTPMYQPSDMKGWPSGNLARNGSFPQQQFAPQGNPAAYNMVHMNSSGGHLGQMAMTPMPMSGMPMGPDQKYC
An asterisk follows results filed as active. These rows are one share of the data; rates above refer to the full screens.

SMILES	UBC9 SUMO inh	p-CIP stab down
CCOC(=O)c1ccccc1NC(=O)CC1Nc2ccccc2NC1=O (stereo not given)	4.7	-8.3
COc1ccccc1C1/C(=C(\O)c2ccc3c(c2)OCCO3)C(=O)C(=O)N1CCCN(C)C (stereo not given)	18.0	-7.2
Cn1c(=O)c2c(nc(CN3CCN(c4ccccc4)CC3)n2Cc2ccccc2F)n(C)c1=O	24.6	-20.1
C#CCOCCOCCOCCNc1nc(N2CCN(C(=O)[C@H](CCC(=O)O)n3cc(C(N)CO)nn3)CC2)nc(N2CCN(C(=O)[C@H](CCCCN)n3cc(C(N)CC(C)C)nn3)CC2)n1 (stereo not given in full)	11.5	1.9
c1nc(N2CCNCC2)c2sc3nc(N4CCOCC4)c4c(c3c2n1)CCC4	12.6	-0.6
COC(=O)c1ccc(S(=O)(=O)N(Cc2cc3cc4c(cc3[nH]c2=O)OCO4)C2CCCCC2)cc1	12.9	-3.5
O=c1c2c3nc4ccccc4nc3n(/N=C/c3cccs3)c2ncn1-c1ccccc1	14.0	-2.6
O=S(=O)(c1ccccc1)N1CCC(N2CCN(c3ccccc3)CC2)CC1	36.7	-1.1
C[C@@H]1CC=C[C@H]2[C@H]1C(=O)N(Cc1ccccc1)[C@H]2c1ccc(F)c(Br)c1	-5.4	-8.5
COc1ccc(C2CC(=O)C(C=NCCN3CCN(C(C)=O)CC3)=C(O)C2)cc1OC (stereo not given)	-23.0	-9.0
Cc1nnc2n(Cc3ccccc3)c(=O)c3c4c(sc3n12)CCCC4	5.7	-1.9
O=C1CCCC2=C1C1(CCCC1)N=C(Nc1nc3ccccc3o1)N2	-17.8	-9.5
Cc1nc2ccccc2c(=O)n1NC(=O)c1c(O)c2ccccc2n(C)c1=O	-8.3	-10.9
CCn1c(SCC(=O)c2c(N)n(C)c(=O)n(C)c2=O)nc2sc(C)c(C)c2c1=O	-16.9	-11.3
N#C/C(C(=O)N1CCOCC1)=c1\s/c(=C/c2ccncc2)c(=O)n1-c1ccccc1	17.3	-9.2
CC1CN(S(=O)(=O)c2cccc(-c3cn4cccnc4n3)c2)CC(C)O1 (stereo not given)	16.7	-8.5
O=C1c2oc3ccc(F)cc3c(=O)c2C(c2ccncc2)N1CCN1CCOCC1 (stereo not given)	-8.4	-2.5
CCN1CCN(C2CCN(C(C)=O)CC2)CC1	8.8	1.1
CCN(CC)c1ccc2cc(C(=O)Nc3ccc(-n4cnnn4)c(OC)c3)c(=O)oc2c1	-35.0	-31.3
CC1CCN(S(=O)(=O)c2ccc(S(=O)(=O)N3CCN4CCCC4C3)cc2)CC1 (stereo not given)	-24.4	12.7
CCn1c(C)nc2cc(C(=O)n3cc(C(=O)c4cc(F)ccc4O)cn3)ccc21	-3.5	9.9
Cc1cc(C)c(S(=O)(=O)N2CCN(c3nc4c(c(=O)n(C)c(=O)n4C)n3C)CC2)c(C)c1	-38.7	-1.1
Cc1nnc2n(-c3ccc(Cl)cc3)c(=O)c3c4c(sc3n12)CN(C)CC4	26.4	5.3
c1ccc(CCNc2ccccc2)cc1	11.2	-19.0
Cc1cc(C)nc(N2CCN(c3ncnc4c3oc3ccccc34)CC2)n1	7.9	17.9
Cn1c(=O)c2c(ncn2CC(=O)Nc2cc(Cl)c(Cl)cc2Cl)n(C)c1=O	1.8	8.4
C=CCn1c(=N)c(C(=O)OCC)cc2c(=O)n3cc(C)ccc3nc21	12.0	-17.8
Cc1ccc(-n2c(C)c3c(C)nnc(C)c3c2C)cc1	13.4	-12.4
CCOC(=O)c1c(C)[nH]c(C(=O)NCc2ccccc2OC)c1C	21.6	-9.8
CCCc1nc(SCC(=O)N2CCc3ccccc32)c2c(=O)n(C)c(=O)n(C)c2n1	-6.2	-18.1
CN1CCN(c2nc3c(c(=O)[nH]c(=O)n3C)n2CCSc2ncccn2)CC1	5.5	-3.3
CSc1nc(C)c2c(n1)OC(CN1C(=O)c3ccccc3C1=O)C2 (stereo not given)	5.8	-0.2
Cn1c(=O)[nH]c(=O)c2c1nc(N1CCCCCC1)n2CC(=O)c1ccccc1	4.9	5.8
Cc1nnc2n(Cc3ccccc3)c(=O)c3c4c(sc3n12)CN(Cc1ccccc1)CC4	29.6	-7.4
CCCOc1ccc(/C(O)=C2\C(=O)C(=O)N(CCCN(C)C)C23C(=O)N(C)c2ccccc23)cc1 (stereo not given)	-12.7	-11.9
Cc1c(/C(O)=C2\C(=O)C(=O)N(CCCN(C)C)C2c2ccncc2)cnn1-c1ccccc1 (stereo not given)	1.3	4.6
CCCN1CCC(N2CCN(c3ccccc3OC)CC2)CC1	3.6	4.7
Cc1ccc2nc3c(cc(C#N)c(=N)n3CC3CCCO3)c(=O)n2c1 (stereo not given)	2.8	8.8
Cc1nc(SCC(=O)c2c(C)[nH]c3ccccc23)c2c(=O)n(C)c(=O)n(CC(C)C)c2n1	-12.0	-0.6
C[n+]1nc(Nc2ccccc2)sc1-c1ccc(C(=O)O)cc1	8.7	-12.6
Cc1cc(C)nc(SCCn2c(N3CCC(C)CC3)nc3c2c(=O)n(C)c(=O)n3C)n1	24.8	13.6
FC(F)(F)c1ccc(CN2C[C@@H]3C(c4ccccc4)C4(c5ccccc5)CC3(C4)[C@H]2c2ccccc2)cc1 (stereo not given in full)	-3.4	-9.9
Clc1cccc(-c2nn3c(-c4cccc(Cl)c4)nnc3s2)c1	22.3	4.9
Cc1ccc(C(c2nnnn2C(C)(C)C)N2CCc3ccccc3C2)cc1 (stereo not given)	3.1	4.6
CCCSc1nnc2n(Cc3ccccc3)c(=O)c3c4c(sc3n12)CCC4	2.0	1.3

The final seven compounds of the section before are carried over, then new ones follow.
SMILES	UBC9 SUMO inh	p-CIP stab down
Cc1nc(SCC(=O)c2c(C)[nH]c3ccccc23)c2c(=O)n(C)c(=O)n(CC(C)C)c2n1	-12.0	-0.6
C[n+]1nc(Nc2ccccc2)sc1-c1ccc(C(=O)O)cc1	8.7	-12.6
Cc1cc(C)nc(SCCn2c(N3CCC(C)CC3)nc3c2c(=O)n(C)c(=O)n3C)n1	24.8	13.6
FC(F)(F)c1ccc(CN2C[C@@H]3C(c4ccccc4)C4(c5ccccc5)CC3(C4)[C@H]2c2ccccc2)cc1 (stereo not given in full)	-3.4	-9.9
Clc1cccc(-c2nn3c(-c4cccc(Cl)c4)nnc3s2)c1	22.3	4.9
Cc1ccc(C(c2nnnn2C(C)(C)C)N2CCc3ccccc3C2)cc1 (stereo not given)	3.1	4.6
CCCSc1nnc2n(Cc3ccccc3)c(=O)c3c4c(sc3n12)CCC4	2.0	1.3
Cc1ccc(-c2nnc(CSc3nnc4c5c(C)c(C)sc5nc(C(C)C)n34)o2)cc1	0.6	4.2
CCOc1cc(N2CCOCC2)c(OCC)cc1NC(=O)c1nc2nccc(C)n2n1	9.8	-1.2
CC1(C)Cc2c(sc3ncn4nnnc4c23)CO1	13.0	-3.7
Cn1c2ccccc2c2nnc(SCN3C(=O)c4ccccc4C3=O)nc21	7.3	-11.3
COc1ccc(-c2cccc(C3CC=CC4C3C(=O)N(Cc3ccccc3)C4c3cc(C)ccc3F)c2)cc1 (stereo not given)	-0.5	-11.0
CC(=O)N(Cc1cc2ccc(C)c(C)c2n2nnnc12)C1CCCC1	22.8	-3.1
CCCCCCN(C(=O)CCCCCN1C(=O)NC(c2ccc(C(C)(C)C)cc2)C(C(=O)OCc2ccccc2)=C1C)C(C(=O)NCCCC)c1ccc(OCC(=O)OC)c(C(=O)OC)c1 (stereo not given)	-3.0	0.0
Cc1cc(C)nc(/N=C/c2c(O)n(C)c(=O)n(C)c2=O)n1	-10.3	-4.9
Cn1c(SCC(=O)Nc2cc(=O)n(C)c(=O)n2C)nnc1C12CC3CC(CC(C3)C1)C2	4.2	-2.7
CSc1nc2sc3c(c2c2nnnn12)CCC3	13.2	-11.6
CC(C)C(C(=O)N1CCN(C(=O)OC(C)(C)C)CC1)n1cc(-c2cn([C@@H](C)C(=O)N3CCN(C(=O)OC(C)(C)C)CC3)nn2)nn1 (stereo not given in full)	-6.5	-6.0
O=C1N=C(N2CCOCC2)S/C1=C1\C(=O)N(Cc2ccccc2)c2ccc(Br)cc21	-0.4	-15.9
Cc1cc(=O)oc2c1c(C)nn2-c1ccc(C(=O)OC(C)C)cc1	20.1	-9.2
CCCCn1c(SCc2cc(=O)n3ccsc3n2)nc2cc(C(=O)OC)ccc2c1=O	6.6	-1.0
CCn1cc(C(=O)Nc2ccc(C(=O)N3CCCC3)cc2)c(=O)c2ccc(C)nc21	10.2	-10.3
COc1cc(OC)c2c(-c3ccccc3)cc(=O)oc2c1C(CC(=O)N1CCN(c2ccccc2)CC1)c1ccc2c(c1)OCO2 (stereo not given)	27.2	-13.0
Cc1c(N=CC=Nc2c(C)n(C)n(-c3ccccc3)c2=O)c(=O)n(-c2ccccc2)n1C	5.0	8.0
Cn1c(-n2c(CCN3C(=O)c4ccccc4C3=O)nc3ccccc3c2=O)nc2ccccc21	-6.5	-12.1
O=C(CSc1ncnc2c1oc1ccccc12)N1CCc2ccccc2C1	5.1	-6.5
Cc1ccc(N2CCCn3c2nc2c3c(=O)n(CCN3CCOCC3)c(=O)n2C)cc1	11.4	-4.1
Cc1cnc(-c2nnc(N(C)C(=O)c3ccccn3)s2)cn1	20.2	-4.2
O=C(O)[C@@H]1CSC2(CCSC2)N1 (stereo not given in full)	22.1	-3.2
COc1cc(C2c3c(oc4ccc(Cl)cc4c3=O)C(=O)N2Cc2ccco2)cc(OC)c1OC (stereo not given)	-19.4	2.4
CC1(C)CC(=O)C=C(N2CCN(C3=CC(=O)CC(C)(C)C3)CC2)C1	11.1	11.7
COc1cccc2cc(C(=O)C3=C(O)C(=O)N(CCCN(C)C)C3c3ccncc3)oc12 (stereo not given)	11.6	-8.5
COc1ccc2c(c1)nc1n2CN(CC2CCCO2)CN1Cc1ccccc1 (stereo not given)	12.3	4.1
COC(=O)c1c(NC(=O)c2nc3ncccn3n2)sc(C(=O)N(C)C)c1C	3.6	-1.9
Cc1oc(C(=O)O)cc1COc1ccc2c3c(c(=O)oc2c1C)CCCC3	-18.5	-6.1
Cc1c(C(=O)Nc2ccccc2N2CCOCC2)sc2nc3n(c(=O)c12)CCC3	16.2	-4.8
CN(C)CCCN1C(=O)C(=O)/C(=C(/O)c2ccc3c(c2)OCCO3)C1c1ccco1 (stereo not given)	1.4	-1.7
Cc1cc(C)c2c(n1)nn1c(N3CCN(c4ccccn4)CC3)cc(C)nc21	27.0	-5.1
O=C(CSc1ccc2nnc(-c3cccnc3)n2n1)N1CCc2ccccc21	11.5	-3.0
CCN(CC)CCCN1C(=O)C(O)=C(C(=O)c2sc(C)nc2C)C1c1ccc(C)o1 (stereo not given)	4.7	-15.5
CCOc1cccc(-c2nnc3sc(-c4ccc(C)cc4)nn23)c1	14.1	-2.0
c1ccc(Cn2ncc3c2ncn2c(-c4ccncc4)nnc32)cc1	-4.2	-0.1
CCOC(=O)C(C)Sc1nc(-c2ccc(OC)cc2)nc2c1c(=O)n(C)c(=O)n2C (stereo not given)	12.4	8.3
O=c1[nH]c2c(cc1CNCCN1CCOCC1)c(-c1cccc(F)c1)nn2-c1ccccc1	12.3	-0.9
C#CCOCCOCCOCCNc1nc(N2CCN(C(=O)C([C@@H](C)CC)n3cc(C(N)CO)nn3)CC2)nc(N2CCN(C(=O)[C@H](CCC(=O)O)n3cc(C(N)[C@H](C)CC)nn3)CC2)n1 (stereo not given in full)	10.1	-4.1
Cc1cc(N2CCCC2)n2nc(C)c(-c3ccccc3)c2n1	9.6	-7.8
O=C(c1ccc2c(c1)OCO2)N1CCC2(CC1)Oc1ccc(Cl)cc1C(=O)C21CC(c2ccc(Cl)cc2)=NO1 (stereo not given)	-4.2	7.0
Cc1nc(C)c(C(=O)C2=C(O)C(=O)N(CCCN(C)C)C2c2ccco2)s1 (stereo not given)	23.9	-18.8
CCCn1c(=O)c2ccccc2n2c(SCC(=O)c3cc(C)n(CC4CCCO4)c3C)nnc12 (stereo not given)	8.0	-2.4
CCOc1ccc(OCC)c(NC(=O)CSc2nc3c(c(=O)n(C)c(=O)n3C)n2C)c1	23.6	0.9
C#CCOCCOCCOCCNc1nc(N2CCN(C(=O)[C@H](CCC(=O)O)n3cc(C(N)CO)nn3)CC2)nc(N2CCN(C(=O)[C@H](CCCCN)n3cc(C(N)[C@H](C)CC)nn3)CC2)n1 (stereo not given in full)	17.4	-2.9
Cc1cc(C)c2[nH]c(=O)c(C(c3nnnn3C3CCCC3)N3CCOCC3)cc2c1 (stereo not given)	-3.5	-6.6
Cc1nn(CC(=O)Nc2cccnc2N2CCOCC2)c(=O)c2ccccc12	20.3	-7.9
COCCn1c(-c2cc(OC)c(OC)c(OC)c2)nc2nc3ccccc3nc21	16.3	0.7
CN(CCCC[C@H](CNCc1ccc(-c2ccccc2)cc1)N1C[C@H](c2ccccc2)N(CCc2ccc(Cl)c(Cl)c2)C(=O)C1=O)Cc1ccc(-c2ccccc2)cc1	-0.9	-4.1
CCC(=O)Nc1ccc(C(=O)Cn2nc(C(=O)O)c3ccccc3c2=O)cc1	11.1	15.9
CC(C)OC(=O)C(C#N)c1nc2ccccc2nc1N1CCN(Cc2ccc3c(c2)OCO3)CC1 (stereo not given)	12.9	-7.4
CCc1ccc2nc(NC3=NCN(CCN4CCOCC4)CN3)nc(C)c2c1	10.3	-8.1
c1cncc(-c2nc3cc(Cc4ccc5oc(-c6cccnc6)nc5c4)ccc3o2)c1	-27.3	-21.4
C[N+](C)(C)C(Cc1c[nH]c2ccccc12)C(=O)[O-] (stereo not given)	-14.3	6.5
COc1cc(C(=O)Nc2c(-c3ccccn3)c(=O)c3ccccc3n2C)cc(OC)c1OC	21.2	-5.7
COCCCn1c2nc3ccccc3nc2c2c(=O)n(Cc3ccc(Cl)cc3)c(C)nc21	3.2	-19.9
CCn1c(SCC(=O)Nc2cc(C)on2)nc2sc(C)c(C)c2c1=O	-14.2	1.4
